Screening results (PubChem)
ST2 inh: inhibitors of human ST2 (IL1RL1) binding to IL-33. Q01638. AlphaLISA ST2-Fc/biotin-IL-33 interaction, 1 h. inhibition, % for hits at 17 µM. 78,000 tested, 2.3% active. AID 1259354; in the data active = inhibition above about 30%; inconclusive = mostly about 10% to 28%
Target sequence (Q01638 whole entry, looked up): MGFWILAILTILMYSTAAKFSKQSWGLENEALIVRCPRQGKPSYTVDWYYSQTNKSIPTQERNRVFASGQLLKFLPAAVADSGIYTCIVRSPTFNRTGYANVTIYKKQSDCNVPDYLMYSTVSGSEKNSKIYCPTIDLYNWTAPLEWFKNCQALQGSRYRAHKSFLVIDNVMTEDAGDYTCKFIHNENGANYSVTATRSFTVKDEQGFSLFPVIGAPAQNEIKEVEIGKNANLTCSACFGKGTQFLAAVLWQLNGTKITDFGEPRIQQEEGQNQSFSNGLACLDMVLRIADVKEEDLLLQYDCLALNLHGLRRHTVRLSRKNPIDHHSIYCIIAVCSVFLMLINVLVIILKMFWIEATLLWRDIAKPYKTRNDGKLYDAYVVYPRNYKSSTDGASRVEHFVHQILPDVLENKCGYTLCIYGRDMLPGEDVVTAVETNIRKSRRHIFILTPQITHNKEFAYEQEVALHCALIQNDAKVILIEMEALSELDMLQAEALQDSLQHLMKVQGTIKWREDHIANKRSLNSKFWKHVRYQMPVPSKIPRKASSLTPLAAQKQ
* = called active by the depositor; i = inactive; ? = inconclusive. This is a subset; count on the stated rates, not on these rows.

nr	canonical_smiles	ST2 inh
1	Cc1ccc(S(=O)(=O)N=Cc2ccc(Br)cc2)cc1	i
2	CC(C)(C)C1CCc2onc(C(=O)Nc3ccc(F)cc3F)c2C1 (stereo not given)	i
3	Cc1ccc(CN2CCNC(=O)C2CC(=O)NCCC2=CCCCC2)o1 (stereo not given)	i
4	COc1cc(NC(=O)C2CCN(c3ccc(-c4cccs4)nn3)CC2)cc(OC)c1	?
5	CCN1CCN(C(=O)c2cc3c(=O)n4cccc(C)c4nc3n2C)CC1	i
6	O=C(O)c1ccc2c(c1)C(=O)/C(=C\c1ccco1)C2=O	71%*
7	Cc1n[nH]c(=O)n1-c1cccc(C(=O)O)c1	i
8	CCOC(=O)Cn1c(=O)n(-c2ccc(F)cc2)c2nc(-c3ccc(OC)cc3)nc(C(N)=O)c21	?
9	Cc1nc2cc(NC(=O)c3ccc(S(=O)(=O)N(C)C)cc3)ccc2s1	i
10	CC(CO)CN(Cc1ccccc1)C(=O)c1cccn1C (stereo not given)	?
11	O=C(CSc1c2c(nc3ccc(Cl)cc13)CCCC2)N1CCCCC1	i
12	CCN(CCCNC(=O)C1CCCN(S(=O)(=O)c2cnc[nH]2)C1)c1ccccc1 (stereo not given)	i
13	NC(=O)c1cnc2n1CCN(C(=O)c1cc3c(s1)CCCCC3)C2	?
14	CN1C(=O)/C(=C/c2ccc(-c3ccc(C(=O)O)cc3)o2)SC1=Nc1ccc(C(=O)O)cc1	?
15	c1ccc(-n2nnnc2N2CCCC(Nc3ccc4c(c3)OCCO4)C2)cc1 (stereo not given)	?
16	Cc1ccc(SCCn2cc(-c3cccc(O)c3)nn2)cc1	i
17	Cc1nn(C)cc1-c1ccnc(N2CCC(c3nc4ccc(F)cc4[nH]3)CC2)n1	i
18	O=[N+]([O-])c1ccc(NCCOCCO)c(Cl)c1	i
19	Cc1ccccc1Nc1nnc(-c2ccc(C(=O)NCCO)cc2)c2ccccc12	i
20	O=C1C[C@H]2CC[C@@H](CN1)N2Cc1ccc(-c2ccccc2Cl)o1	?
21	COc1cc(NC(=O)C2(C)CC(C)=NO2)ccc1NC(=O)C(C)(C)C (stereo not given)	i
22	CC1=C[C@@H](CNC(=O)c2ccco2)[C@H](C(C)C)C[C@H]1CC(=O)N(C)Cc1ccccc1	?
23	CCOc1ccccc1NC(=O)CN1CCCN(Cc2cccc(F)c2)S1(=O)=O	i
24	COc1ccc(Br)cc1C1SCC(=O)N1c1ccc(C)cc1 (stereo not given)	i
25	CN(Cc1ccccc1)C(=O)C[C@@H]1CCNC[C@@H]1Cc1cc(-c2ccc(F)cc2)on1	?
26	COc1cccc(CN2CC(C(=O)N(C)Cc3nonc3C)CCC2=O)c1 (stereo not given)	?
27	Cc1ncc2c(c1CNC(=O)c1ccccc1F)CCN(C(=O)CCc1ccc3c(c1)OCO3)C2	i
28	NC(=O)c1cc(Oc2ccc(Br)cc2)nc2ccccc12	i
29	CCn1cc(CN(Cc2sc(C)nc2C)C(C)C)cn1	?
30	COc1ccccc1CN(C(=O)c1ccc(CO)cc1)C1CC1	i

Grouped by structure: the entries above containing a tert-butyl group
nr	canonical_smiles	ST2 inh
2	CC(C)(C)C1CCc2onc(C(=O)Nc3ccc(F)cc3F)c2C1 (stereo not given)	i
21	COc1cc(NC(=O)C2(C)CC(C)=NO2)ccc1NC(=O)C(C)(C)C (stereo not given)	i

4 entries from above, set out differently.
9	Cc1nc2cc(NC(=O)c3ccc(S(=O)(=O)N(C)C)cc3)ccc2s1
- ST2 inh: i
10	CC(CO)CN(Cc1ccccc1)C(=O)c1cccn1C (stereo not given)
- ST2 inh: ?
11	O=C(CSc1c2c(nc3ccc(Cl)cc13)CCCC2)N1CCCCC1
- ST2 inh: i
12	CCN(CCCNC(=O)C1CCCN(S(=O)(=O)c2cnc[nH]2)C1)c1ccccc1 (stereo not given)
- ST2 inh: i

Reformatted as labelled records: part of the list above
24) COc1ccc(Br)cc1C1SCC(=O)N1c1ccc(C)cc1 (stereo not given)
  ST2 inh: i

25) CN(Cc1ccccc1)C(=O)C[C@@H]1CCNC[C@@H]1Cc1cc(-c2ccc(F)cc2)on1
  ST2 inh: ?

26) COc1cccc(CN2CC(C(=O)N(C)Cc3nonc3C)CCC2=O)c1 (stereo not given)
  ST2 inh: ?

Carrying on.
nr	canonical_smiles	ST2 inh
31	O=S(=O)(NCCCN1CCOCC1)c1ccc(I)cc1	i
32	O=C(CSc1nnc(-c2ccco2)n1-c1ccccc1)N1CCCc2ccccc21	i
33	O=C(O)C1CCC(CNCc2cccc3ccccc23)CC1 (stereo not given)	i
34	Cc1ccc(CNC(=O)N2CCCCC2CCN2CCOCC2)cc1 (stereo not given)	i
35	Cc1ccc(C)c(N2CCN(C(=O)C3CCC3)CC2)c1	i
36	Cc1sc2nc3c(C(=O)N4CCN(c5ccc(Cl)cc5)CC4)cccn3c(=O)c2c1C	i
37	CC1=CC(c2ccccc2)n2nc(NC(=O)CCCC(=O)O)nc2N1 (stereo not given)	i
38	O=C1Nc2ccc(S(=O)(=O)N(Cc3ccccc3)Cc3ccccc3)c3cccc1c23	i
39	O=[N+]([O-])c1cccc(S(=O)(=O)/C=C/c2ccccc2)c1	?
40	CCCc1nc(C(=O)N2C[C@@H](N)C[C@H]2C(=O)NC(C)C)cs1	i
41	CCCC(NC(=O)c1ccc(C(C)=O)cc1)c1ccccc1 (stereo not given)	?
42	COc1cccc(F)c1-c1ccc(C(O)CN2CCOCC2)cc1 (stereo not given)	i
43	O=c1oc(-c2ccc(Oc3ccccc3)cc2)nc2ccccc12	i
44	CCOc1ccc(C(=O)NCc2nc3cccnc3n2CCOC)cc1	?
45	N#Cc1ccc(OC(=O)Cn2c3ccccc3c(=O)c3ccccc32)cc1	i
46	CCC(C(=O)NCc1cnn2ccccc12)n1cccn1 (stereo not given)	?
47	OCCN1CCN(CC(O)COc2ccc(C3CCCCC3)cc2)CC1 (stereo not given)	i
48	O=C(C1CC1)N1CCc2cc(S(=O)(=O)N3CCc4ccccc4C3)ccc21	i
49	CC1(C)C(=O)OC(c2cccc(Br)c2)C(C)(C)C1=O (stereo not given)	i
50	CN1CCc2c(sc(NC(=O)CN3C(=O)c4ccccc4C3=O)c2-c2nc3ccccc3s2)C1	i
51	Cc1ccc(NC(=O)N2Cc3[nH]cnc3C[C@H]2c2nc(-c3ccncc3)no2)cc1	?
52	CCCc1nn(C)c2c(=O)[nH]c(-c3cc(S(=O)(=O)N4CCN(C)CC4)ccc3OCC)nc12	i
53	Cc1cc2ccccc2c(=O)n1CC(=O)NCC(=O)N1CCN(C)CC1	i
54	Fc1ccccc1OCCN1CCNCC1	i
55	COC(=O)[C@H]1[C@H]2C[C@@H]3c4[nH]c5cc(OC)ccc5c4CCN3C[C@H]2C[C@@H](OC(=O)c2cc(OC)c(OC)c(OC)c2)[C@@H]1OC	i
56	CCSc1nnc2c(n1)OC(C(=O)c1ccc(OC)cc1)Nc1ccccc1-2 (stereo not given)	i
57	O=C(Cc1ccc([N+](=O)[O-])cc1)Nc1ccc(Oc2ccccc2)cc1	i
58	O=C(Nc1c(C(=O)Nc2ccc(F)cc2)oc2ccccc12)c1ccco1	i
59	CCc1ccc(-c2ccc(C(=O)Oc3ccc(C(=O)OC)cc3)cc2)nc1	i
60	Cc1ccc(O)c(NC(=O)c2noc3c2CC(C)CC3)c1 (stereo not given)	i

Next compounds
nr	canonical_smiles	ST2 inh
61	CCCCOc1ccc(OC(=O)c2sc3ncn(CC)c(=O)c3c2C)cc1	i
62	COc1cc(NC(=O)c2ccccc2F)c(OC)cc1Cl	?
63	COc1ccc(NC(=O)CN2CCN(Cc3ccc(F)cc3Cl)S2(=O)=O)cc1OC	i
64	Cc1nnc2c(N3CCN(Cc4ccccc4)CC3)nc3ccccc3n12	i
65	Cc1ccc(NC(=O)CC(C)C)c([N+](=O)[O-])c1	i
66	N#CC1=C(N)OC2=C(C(=O)CC(c3ccccc3)C2)C1c1ccc(Cl)c(Cl)c1 (stereo not given)	i
67	CCOc1ccc2c(=O)c(-c3ccccc3)c(C)oc2c1C	i
68	CC(C)(Oc1ccc(C2CC2(Cl)Cl)cc1)C(=O)O (stereo not given)	i
69	OC1(c2ccccc2)CCN(c2nccc(CCC(F)(F)F)n2)C1 (stereo not given)	i
70	COc1ccccc1CNC(=O)C1C2C=CC3(CN(Cc4cccs4)C(=O)C13)O2 (stereo not given)	i
71	COc1cccc(CN2CCCC3(CCN(C(=O)c4cccnc4OC)C3)C2=O)c1 (stereo not given)	i
72	Cc1cc(F)c(F)c(C(=O)n2cncn2)c1	i
73	CN(Cc1c[nH]c2ccccc12)CC1CCN(CCc2cccc(F)c2)CC1	i
74	CCCN1CCN(CCCNC(=O)c2cc3cc4ccc(OC)cc4nc3o2)CC1	i
75	CCOc1ccc(N2CN=c3s/c(=C/c4cccs4)c(=O)n3C2)cc1	i
76	CN1CCN(C(=O)CCn2c(=O)oc3ccccc32)CC1	i
77	C=CCn1c(SCC(=O)Nc2cccc(Cl)c2Cl)nc2sc(C)cc2c1=O	?
78	CCCC(=O)NCCc1nc2ccccc2n1C(C)C	i
79	O=C(NC1CC1)c1ccc2c(c1)ncn2C1CCCC1	i
80	O=C(Nc1nc(-c2ccc(Oc3ccccc3)cc2)cs1)C1CC1	?
81	COC(=O)Cn1c(=O)sc2ccccc21	?
82	Cc1nc(CCC(=O)N2Cc3cnn(Cc4ccc(F)cc4)c3C2)n[nH]1	i
83	COc1cccc(/C=c2\sc3nnc(-c4ccc(C)cc4)n3c2=O)c1	i
84	CCCCn1c(CCCNC(=O)c2cccs2)nc2ccccc21	i
85	Cc1ccc2c(c1)CN(Cc1ccc(C)s1)CC(C)O2 (stereo not given)	i
86	NNC(=O)CC1CC(c2cccc([N+](=O)[O-])c2)=NN1 (stereo not given)	?
87	CCSc1nc(CC(=O)N(C)C(C)c2nccs2)cs1 (stereo not given)	i
88	Cc1nc2c(C(=O)N3CCCCC3)c[nH]n2c(=O)c1Cc1ccccc1F	i
89	CC(=NS(=O)(=O)c1ccc(C)cc1)N1CCCC1	i
90	CCn1ncnc1C(C)NC(=O)Cc1csc(C)n1 (stereo not given)	i

(continued)
nr	canonical_smiles	ST2 inh
91	CCCN(CCC)C(=O)CNS(=O)(=O)c1cccs1	i
92	C#Cc1ccc(CN2CCN(C3CCCCC3)C(CCO)C2)cc1 (stereo not given)	?
93	Cc1cc(Cl)ccc1NC(=O)C1CCN(C(=O)c2ccccc2C)CC1	?
94	CCn1cc(C(=O)NCC2CCCO2)c(=O)c2cc(S(=O)(=O)N3CCCCC3)ccc21 (stereo not given)	i
95	O=C(c1ccccc1)N1N=C(C(F)(F)F)CC1(O)c1cccc([N+](=O)[O-])c1 (stereo not given)	?
96	c1ccc2[nH]c(-c3ccncc3)nc2c1	i
97	Cn1c(=O)c(/C=C/c2ccc3ncccc3c2)nc2ccccc21	i
98	CCOc1ccc(C2C(C(=O)OC3CCCC3)=C(C)NC3=C2C(=O)C(C(=O)OC)C(C)C3)cc1 (stereo not given)	i
99	Cc1ccc(-n2c(SCC(N)=O)nc3sc4c(c3c2=O)CCCCC4)cc1	?
100	Cc1oc(-c2cccc(NC(=O)CC(C)C)c2)nc1CNC(=O)Cc1cc(F)cc(F)c1	?
101	CC(C)(C)C(=O)N(Cc1ccccc1)Cc1ccccc1	i
102	Cc1ccccc1CNC(=O)c1cccn1-c1nnc(N2CCCCC2)s1	i
103	Cc1ccc(C)c(N2CCN(C(=O)/C=C3\Sc4ccccc4NC3=O)CC2)c1	?
104	CCOC(=O)C1=C(C)N=C2SCCC(=O)N2C1c1ccc(OCC)c(OCC)c1 (stereo not given)	i
105	O=C(NCCSc1c(-c2ccc(Br)cc2)[nH]c2ccccc12)c1ccncc1	?
106	c1ccc(-c2ncn(CC3CCCO3)c2-c2ccc(-n3cncn3)cc2)cc1 (stereo not given)	i
107	CCOC(=O)CSc1nc2sc3c(c2c(=O)n1CC)CCCC3	i
108	CC1(C)Cc2c(sc3nc(SCc4ccc5c(c4)OCO5)n(-c4ccccc4)c(=O)c23)CO1	i
109	CCC(C)C1C(C#N)=C(N)Oc2n[nH]c(C)c21 (stereo not given)	i
110	COc1ccc(-c2nc(C#N)c(N3CCOCC3)o2)cc1	i
111	Cc1ccc(CN2CCN(C3CCN(Cc4ccccc4)CC3)CC2CCO)o1 (stereo not given)	i
112	O=C(COc1ccccc1)N1C[C@@H]2C[C@H](C1)c1ccc(-c3cccc(C(F)(F)F)c3)c(=O)n1C2	i
113	CCOC(=O)Cn1c(CN2CCN(c3cccc(Cl)c3)CC2)nc2c1c(=O)[nH]c(=O)n2C	i
114	COc1ccc(C2OCC3C(c4ccc(OC)c(O)c4)OCC23)cc1O (stereo not given)	?
115	COc1ccc(Br)cc1CNCc1ccc(OC)c(OC)c1	i
116	Cc1ccc(C(=O)CSc2nc(N)c(C#N)c(-c3cccs3)c2C#N)cc1	i
117	O=C(c1cccc([N+](=O)[O-])c1)N1N=C2CCCCCC2C1(O)C(F)(F)F (stereo not given)	i
118	Cc1ccc(CNC(=O)CSc2nc3ccccc3[nH]2)cc1	i
119	COc1ccc(S(=O)(=O)N2CCC(C(=O)N3CCOCC3)CC2)cc1OC	i
120	CC1CCCN(C(=O)C2c3ccccc3C(=O)N(C)C2c2cccs2)C1 (stereo not given)	i

Following part.
nr	canonical_smiles	ST2 inh
121	O=C(CSc1ncccn1)N1CCN(C(=O)CSc2ncccn2)CC1	i
122	CCCCOC(=O)C1=C(C)Nc2ncnn2C1c1ccc(OCC)c(OC)c1 (stereo not given)	i
123	COc1ccc2cc3cc(C(=O)N4CCN(Cc5ccccc5)CC4)oc3nc2c1	i
124	N#Cc1c(NC(=O)c2cc(-c3cccs3)on2)sc2c1CCCC2	i
125	Cc1ccc(NC2=NC3CS(=O)(=O)CC3S2)cc1 (stereo not given)	i
126	Cc1cc(C)cc(C(=O)Nc2ccc(Cl)c(N3CCCS3(=O)=O)c2)c1	i
127	O=S(=O)(NCc1nc2cccnc2n1Cc1ccccc1)c1ccc2c(c1)CCCC2	i
128	CCOc1ccc(-c2nc(SCC(=O)Nc3ccc4c(c3)OCCO4)n3[nH]c(=O)cc3n2)cc1	i
